# DT40 TDP1 CPT – growth inhibition of DT40 Tdp1-/-;hTDP1 cells with camptothecin (screen for TDP1 inhibitors) | chicken DT40 Tdp1-/-;hTDP1 cells + 20 nM CPT, ATP luminescence, 48 h | Potency, µM (highest dose often 46.2 µM), for inactives: at the highest dose activity change, negative = growth inhibition, actives largely listed as inhibitors | 420,000 tested, 12% active | AID 686979; note: nearly all actives have a fitted effect of over 55% in size
#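 Cell growth measured by CellTiter-Glo luminescence after a minimum 48 h, 37 C compound exposure with 20 nM CPT in Tdp1-knockout DT40 cells stably expressing hTDP1, seeded 400/well; qHTS titration format.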
# TDP1 cell noCPT – qHTS for Inhibitors of human tyrosyl-DNA phosphodiesterase 1 (TDP1): qHTS in cells in absence of CPT | DT40 Tdp1-/- hTDP1 cells, no CPT, ATP luminescence, 48 h | Potency, µM (top dose mostly 46.2 µM), inactives show at the top dose activity change, negative = growth inhibition, actives largely listed as inhibitors | 420,000 tested, 15% active | AID 686978, 2013; note: nearly all actives have a fitted effect of over 55% in size
#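 A cellular qHTS used chicken DT40 cells lacking endogenous Tdp1 but carrying stably transfected human TDP1. Compounds were applied without camptothecin, and cell growth kinetics were judged by ATP-dependent luminescence after ≥48 hr.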
# TDP1 block – inhibitors of human tyrosyl-DNA phosphodiesterase TDP1; Q9NUW8; recombinant TDP1, AlphaScreen DNA substrate cleavage; Potency, µM (series often up to 130 µM), for the others: top-dose activity change, negative = inhibition, usual class: inhibitors; 350,000 tested, 0.28% active; AID 485290; note: nearly all actives have a fitted effect of over 40% in size
# Target sequence (Q9NUW8 whole entry, looked up): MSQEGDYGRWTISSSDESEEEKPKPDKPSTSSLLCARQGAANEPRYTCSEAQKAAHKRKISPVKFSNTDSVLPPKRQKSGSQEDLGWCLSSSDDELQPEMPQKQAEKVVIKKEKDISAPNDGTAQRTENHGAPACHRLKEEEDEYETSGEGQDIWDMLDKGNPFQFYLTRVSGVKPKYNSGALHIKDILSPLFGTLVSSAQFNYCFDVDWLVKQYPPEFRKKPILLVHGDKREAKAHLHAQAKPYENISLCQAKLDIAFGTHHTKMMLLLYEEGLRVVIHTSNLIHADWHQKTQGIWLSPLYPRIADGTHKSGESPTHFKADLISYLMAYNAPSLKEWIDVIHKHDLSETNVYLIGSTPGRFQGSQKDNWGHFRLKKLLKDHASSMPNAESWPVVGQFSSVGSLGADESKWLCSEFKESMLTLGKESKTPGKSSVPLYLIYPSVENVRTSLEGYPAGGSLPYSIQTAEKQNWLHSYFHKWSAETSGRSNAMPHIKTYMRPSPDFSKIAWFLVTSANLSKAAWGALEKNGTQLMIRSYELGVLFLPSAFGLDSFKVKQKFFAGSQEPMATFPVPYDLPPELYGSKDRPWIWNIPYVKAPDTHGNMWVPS
#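 Signal: AlphaScreen proximity between streptavidin donor and anti-FITC acceptor beads on intact substrate. Reaction: Tdp1 1 nM, substrate 15 nM final, 5 min RT after 15 min compound preincubation.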
# Starred values were filed as active, the others as inactive; u = inconclusive; x = no result given; & = joins results of further samples; [ ] = another dose, or the depositor's remark. Calls come from the whole dose curve; as a rule, active = well fitted curve in the direction sought with a large enough effect; inconclusive = small, poorly fitted or top-dose-only effect, or another doubt; inactive = no such curve, though single readings can be large; an effect the other way counts as inactive or inconclusive. % is set by controls: 0 for no effect and ±100 for the full control effect; potency is the fitted concentration of half-maximal effect.
SMILES,DT40 TDP1 CPT,TDP1 cell noCPT,TDP1 block
CCCCCCC1NC(C(=O)O)CS1 (stereo not given),0%,2%,3%
COc1ccc(Cn2nnnc2CN2CCC(O)(c3ccc(F)cc3)CC2)cc1,4%,u,-6%
CCOc1ccc(NC(=O)N2CCC(n3c(=O)[nH]c4ccccc43)CC2)cc1,u,u,2%
COCCNC(=O)c1cc(C(=O)CC(C)C)c[nH]1,2%,2%,-5%
O=C(Cc1cccc(C(F)(F)F)c1)Nc1cccc(S(=O)(=O)N2CCCC2)c1,16µM*,u,1%
N#Cc1c(N2CCOCC2)nc(N)c2c(N)nc3c(c12)CC(CCl)O3 (stereo not given),u,u,0%
CC(C)[C@H](NC(=O)c1c(F)cccc1F)C(=O)OCC(=O)NNC(=O)c1ccccc1,-22%,-20%,x
Cc1cc(Cl)ccc1OCC(=O)N1CCN(c2ncccn2)CC1,-27%,u,2%
O=C(O)c1ccc2c(=O)n3c(nc2c1)/C(=C/c1cccc(Cl)c1Cl)CC3,-29%,u,x
COC(=O)c1[nH]c2c(c1C)C(=O)CC(c1cccs1)C2 (stereo not given),0.73µM*,0.82µM*,4%
Cc1ccc(C(=O)c2c3ccccc3[n+]([O-])n2[C@@H](C)C(N)=O)cc1,0%,9%,1%
COC(=O)CN1C(=O)[C@H]2[C@@H](c3ccc(C)o3)N3C(=O)CN(Cc4ccccn4)C(=O)[C@@]3(C)[C@H]2C1=O,-12%,18%,x
CCOc1cc(-c2noc(-c3cccnc3)n2)ccc1OC,u,u,5%
Cc1cc(NC(=O)COC(=O)CNS(=O)(=O)c2ccc(C)c(C)c2)no1,-4%,6%,5%
CCCN(CCC)CCCNC(=O)CS(=O)Cc1nc(-c2ccc(OC)c(OC)c2)oc1C (stereo not given),2%,-9%,1%
O=C(Nc1cccc(S(=O)(=O)N2CCCCCC2)c1)C1CCN(C(=O)c2ccc(Cl)cc2)CC1,18µM*,u,x
O=C(CN(C(=O)CNC(=O)c1ccco1)c1ccc2c(c1)OCCO2)NC1CCCCC1,-2%,-12%,4%
Cc1ccc2nc(NCCO)nc(-c3ccccc3)c2c1,u,26µM*,-5%
O=C(CNC(=O)N1CC(=O)Nc2ccccc21)NCCc1cccc(F)c1,0%,9%,1%
O=S(=O)(NC1CCCc2ccccc21)c1cnc[nH]1 (stereo not given),-6%,-7%,-11%
COc1ccc(/C=C2/N=C3CCCCCN3C2=O)cc1OC,u,29µM*,5%
CC(=O)Nc1ccc(NC(=O)CSc2nc(N)c(NC(=O)c3ccco3)c(=O)[nH]2)cc1,u,u,-11%
CS(=O)(=O)N1CCC2(CCN(C(=O)Nc3cccc(C#N)c3)CC2)CC1,-2%,-23%,x
O=C(Nc1ccccc1)Nc1ccc(Cl)nc1Cl,u,u,x
CC(C)(C)c1ccc(C(=O)Nc2nnc(SCC(=O)NCC3CCCO3)s2)cc1 (stereo not given),u,-29%,2%
Cc1ccc(S(=O)(=O)/C=C/c2ccccc2)cc1,0%,-11%,1%
CC(Sc1nnnn1-c1ccc(O)cc1)c1nc2ccccc2c(=O)[nH]1 (stereo not given),-23%,-28%,-1%
Cc1nn(C(=O)c2ccc(Br)cc2)c(C)c1Sc1ccccc1,4%,-4%,x
O=C(NC(Cc1ccccc1)c1nc2ccccc2[nH]1)c1ccc(Cl)c([N+](=O)[O-])c1 (stereo not given),10µM*,23µM*,3%
O=C(N/N=C\CCc1ccccc1)c1ccco1,u,u,3%
O=C(C1CCC(Cn2c(=O)c3sccc3n(Cc3ccccc3)c2=O)CC1)N1CCCCC1 (stereo not given),u,u,5%
O=C(N/N=C/c1cccc(O)c1)c1cc(-c2ccc3c(c2)OCO3)n[nH]1,21µM*,21µM*,5%
Cc1csc(CN(C)C(=O)C2CCC(=O)N(CCCc3ccccc3)C2)n1 (stereo not given),2%,5%,3%
COc1ccc(N(C(=O)CNC(=O)c2ccco2)C(C(=O)NCC2CCCO2)c2ccc(OC)c(OC)c2)cc1 (stereo not given),u,-15%,1%[0.0935 µM]
c1ccc(N2CCN(C3CC4CCC3C4)CC2)cc1 (stereo not given),-12%,7%,5%
O=c1cc(-c2nn[nH]n2)[nH]c(=O)[nH]1,-19%,-5%,x
CC1=C(C(=O)Nc2ccccc2C)C(c2cccnc2)n2nc(SCc3ccccc3F)nc2N1 (stereo not given),-17%,-23%,6%
Cc1cccc(NC(=O)c2cc(-c3cc(C)c(C)cc3O)n[nH]2)c1,3%,-10%,x
COc1cccc(N2CCN(C(=O)c3ccc4nc(N5CCC(C)CC5)sc4c3)CC2)c1,u,u,8%
Cc1cccc(C(=O)OCc2cc3ccccc3[nH]c2=O)c1,-24%,-1%,4%
Cc1cc(C(=O)OCC(=O)Nc2c(Cl)cccc2C(F)(F)F)c(C)o1,19%,-6%,-3%
C/C(CC(=O)Nc1ccc(Cl)cc1Cl)=N\NC(=O)C(=O)N1CCCC1,5%,-7%,3%
CCOc1ccc(S(=O)(=O)NCCC(=O)N(CC)CC(=O)Nc2c(F)cccc2F)cc1,12%,u,x
CCOc1ccc(/C=C(\C(=O)O)c2ccc(S(=O)(=O)N3CCOCC3)s2)cc1OC,-2%,0%,-3%
C[C@@H]1CCCCCCCCC(=O)OCCN(C(=O)OC(C)(C)C)[C@H](C)CCCCCCCCC(=O)OCCN(C(=O)OC(C)(C)C)[C@H](C)CCCCCCCCC(=O)OCCN(C(=O)OC(C)(C)C)[C@H](C)CCCCCCCCC(=O)OCCN1C(=O)OC(C)(C)C,-14%,-26%,-2%
O=C(CSc1nnc2n(C3CCCC3)c(=O)c3ccccc3n12)N1CCCCCC1,21µM*,23µM*,5%
CCN1CCCC1CNC(=O)COc1cc(=O)n(C)c2ccccc12 (stereo not given),-4%,11%,1%
CCN(CC)c1ccc(C=Nc2ccc(OC)c(S(=O)(=O)N3CCOCC3)c2)c(O)c1,-8%,-5%,1%
CCN1CCN(c2ncnc3c2nnn3Cc2ccccc2)CC1,-18%,-13%,0%
Cc1ccc(Cn2ccnc2SCC(=O)Nc2nnc(C)s2)cc1,-4%,-1%,3%
CCOc1ccc(-c2cc(C(=O)NCCCn3ccnc3)c3ccccc3n2)cc1,u,u,5%
COC(=O)[C@@H]1N2C(=O)[C@@H](NC(=O)C(C)Oc3ccccc3)[C@H]2SC1(C)C (stereo not given in full),u,u,x
Cc1ccc(C)c(C(=O)Cn2ncc(Cl)c(Cl)c2=O)c1,5.8µM*,3.3µM*,7%
CN(CC(=O)Nc1c(Cl)cccc1Cl)C(=O)c1ccc2ccccc2n1,-22%,2%,0%
CC(C)C(NC(=O)C12CC3CC(CC(C3)C1)C2)C(=O)N/N=C/C1=C(N2CCOCC2)C(=C\c2ccc([N+](=O)[O-])cc2)/CC1 (stereo not given),-22%,-24%,8%
CCc1nnc(NC(=O)C2CCN(c3ncnc4sc(C)c(C)c34)CC2)s1,-21%,-14%,1%
CCOc1ccccc1OCCOc1ccccc1CC,-24%,1%,-8%
CN(c1ccccc1)S(=O)(=O)c1cccc(NC(=O)CN2CCc3ccccc3C2)c1,0%,u,8%
COc1ccc(-c2cccc(C3CC=CC4C3C(=O)N(Cc3ccccc3)C4c3ccc(C(F)(F)F)cc3)c2)cc1 (stereo not given),u,15µM*,10%&-6%
O=C(c1ccco1)N1CCC2(CCCN(Cc3ccccc3)C2)CC1,-4%,u,x

# Part of the list above, with values under each structure.
# Screens in order – DT40 TDP1 CPT	TDP1 cell noCPT	TDP1 block
> CCCCCCC1NC(C(=O)O)CS1 (stereo not given)
→ 0%	2%	3%
> COc1ccc(Cn2nnnc2CN2CCC(O)(c3ccc(F)cc3)CC2)cc1
→ 4%	u	-6%
> CCOc1ccc(NC(=O)N2CCC(n3c(=O)[nH]c4ccccc43)CC2)cc1
→ u	u	2%
> COCCNC(=O)c1cc(C(=O)CC(C)C)c[nH]1
→ 2%	2%	-5%
> O=C(Cc1cccc(C(F)(F)F)c1)Nc1cccc(S(=O)(=O)N2CCCC2)c1
→ 16µM*	u	1%
> N#Cc1c(N2CCOCC2)nc(N)c2c(N)nc3c(c12)CC(CCl)O3 (stereo not given)
→ u	u	0%
> CC(C)[C@H](NC(=O)c1c(F)cccc1F)C(=O)OCC(=O)NNC(=O)c1ccccc1
→ -22%	-20%	x
> Cc1cc(Cl)ccc1OCC(=O)N1CCN(c2ncccn2)CC1
→ -27%	u	2%
> O=C(O)c1ccc2c(=O)n3c(nc2c1)/C(=C/c1cccc(Cl)c1Cl)CC3
→ -29%	u	x
> COC(=O)c1[nH]c2c(c1C)C(=O)CC(c1cccs1)C2 (stereo not given)
→ 0.73µM*	0.82µM*	4%
> Cc1ccc(C(=O)c2c3ccccc3[n+]([O-])n2[C@@H](C)C(N)=O)cc1
→ 0%	9%	1%
> COC(=O)CN1C(=O)[C@H]2[C@@H](c3ccc(C)o3)N3C(=O)CN(Cc4ccccn4)C(=O)[C@@]3(C)[C@H]2C1=O
→ -12%	18%	x
> CCOc1cc(-c2noc(-c3cccnc3)n2)ccc1OC
→ u	u	5%

# Other compounds.
SMILES,DT40 TDP1 CPT,TDP1 cell noCPT,TDP1 block
Cc1ccc(S(=O)(=O)NC2CCCCCC2)cc1,-1%,-4%,-5%
COc1cc(OC)c(OC)cc1/C=C1\Oc2cc(OCC(=O)N3Cc4ccccc4C[C@H]3C(=O)O)ccc2C1=O,1%,-10%,x
O=C(O)c1ccccc1Cc1ccc2c(c1)CCCC2,6%,-8%,x
CCN(Cc1ccccc1)C1CCN(Cc2ccccc2)CC1,-3%,6%,6%
CC(C)C(=O)N1CCC1(C)C(=O)NCc1ccc(F)cc1Cl (stereo not given),u,-10%,x
CCOc1ccc(N(C)S(=O)(=O)c2ccc(C)c(C(=O)OCC(=O)c3c[nH]c4ccccc34)c2)cc1,0%,-5%,5%
CSCCCNC(=S)Nc1ccc(N2CCOCC2)cc1,16%,-13%,3%
Cc1cc(N2C(=O)C(=O)/C(=C(/O)c3ccccc3)C2c2cccc(Br)c2)no1 (stereo not given),-28%,-13%,x
Cc1ccc(S(=O)(=O)NCC(c2ccc3c(c2)OCO3)N2CCN(c3ccccc3)CC2)cc1 (stereo not given),u,u,5%
Cc1cccc(C)c1NS(=O)(=O)c1cc2c3c(c1)CC(=O)N3CCC2,-24%,21%,5%
COc1cc2c(-c3ccc4cc[nH]c4c3)c(-c3ccsc3)oc(=O)c2cc1OC,18µM*,21µM*,0%
O=C(O)c1ccc(NC2=C/C(=N/S(=O)(=O)c3cccs3)c3ccccc3C2=O)cc1,9.2µM*,6.5µM*,x
CC(=O)Nc1cccc(NC(=S)Nc2ccc(F)c(Cl)c2)c1,16µM*,u,x
CCOC(=O)c1cc(S(=O)(=O)Nc2cc(C)c(Cl)cc2OC)[nH]n1,-29%,-20%,5%
CCC(=O)Oc1ccc(-c2cnc3ccccc3n2)cc1,-5%,-18%,4%
Fc1ccc(NC(=S)Nc2ccccc2Cl)cc1,-10%,u,-1%
Cc1cc(C(=O)CSc2cccc[n+]2[O-])c(C)n1-c1ccc(OC(F)F)cc1,21µM*,u,6%
Cc1ccc(NCc2cccn2-c2nnc(N3CCCCCC3)s2)cc1,u,16µM*,12%
COc1cccc(CNn2cn[nH]c2=S)c1OCc1ccccc1,8%,19%,0%
Cc1cc(C)c2[nH]c(=O)c(C(c3nnnn3Cc3ccc4c(c3)OCO4)N3CCCCC3)cc2c1 (stereo not given),u,u,2%
N#C/C(C(=O)Oc1ccccc1)=C1\C=CC=CN1,-8%,-14%,-4%
COCc1ccc(C(=O)N2CCCCC2C(=O)Nc2ccc(-n3nc(C)cc3C)cc2)o1 (stereo not given),u,u,3%
CCC(=O)Nc1c(S(=O)(=O)c2ccccc2)c2nc3ccccc3nc2n1C(C)c1ccccc1 (stereo not given),u,u,3%
Clc1nc2nc3n(c2nc1Cl)CCC3,11%,12%,1%
C/C(=N\NC(=O)C(=O)Nc1c(C)n(C)n(-c2ccccc2)c1=O)c1ccc(Cl)s1,2%,-10%,x
O=C(CN1C(=O)NC2(CCCCC2)C1=O)N1CCN(C(=O)c2cccs2)CC1,9%,-4%,-8%[56.1 µM]
CCN(CC)CCN(C(=O)c1ccc(C(=O)c2ccccc2)cc1)c1nc2ccc(OC)cc2s1,2%,7%,11%

# High-throughput results as filed in PubChem.
